Screening results from PubChem BioAssay.
MEKK3 PB1 HTS: modulators of MEKK3-MEK5 PB1 binding, primary screen, biochemical, wildtype MEKK3, multiplex bead flow cytometry, Alexa488-MEK5; binding response (% of control), % at 10 µM; Mitogen-activated protein kinase kinase kinase 3 (Homo sapiens), Q99759; hit rate 1.4% among 290,000; AID 1529, 2009; bead-based flow cytometry, Alexa488-MEK5 binding to MEKK3; actives lie on both sides; 0 = blocked by unlabeled MEK5, 100 = vehicle;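 active means binding response more than 3 SD above or below the average of its plate-row segment, actives on both sides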;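 further: Alexa488 bead fluorescence after subtracting the streptavidin-only scavenger bead signal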
Target sequence (Q99759 whole entry, looked up): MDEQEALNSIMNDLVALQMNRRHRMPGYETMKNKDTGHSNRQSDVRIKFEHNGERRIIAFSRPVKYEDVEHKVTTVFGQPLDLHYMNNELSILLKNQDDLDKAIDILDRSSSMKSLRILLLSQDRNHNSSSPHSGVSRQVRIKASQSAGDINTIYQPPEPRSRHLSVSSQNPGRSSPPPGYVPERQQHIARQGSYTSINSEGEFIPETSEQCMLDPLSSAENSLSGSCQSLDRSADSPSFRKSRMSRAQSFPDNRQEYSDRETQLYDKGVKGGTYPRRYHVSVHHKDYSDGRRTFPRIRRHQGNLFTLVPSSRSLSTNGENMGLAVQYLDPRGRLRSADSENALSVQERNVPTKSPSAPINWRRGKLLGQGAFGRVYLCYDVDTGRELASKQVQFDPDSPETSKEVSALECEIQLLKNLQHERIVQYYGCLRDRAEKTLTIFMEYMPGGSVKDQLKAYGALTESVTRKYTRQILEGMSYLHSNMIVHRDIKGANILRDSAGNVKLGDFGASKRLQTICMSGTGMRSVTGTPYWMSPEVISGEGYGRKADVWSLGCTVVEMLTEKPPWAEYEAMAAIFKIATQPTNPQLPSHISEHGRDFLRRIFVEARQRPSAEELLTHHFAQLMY
IMP-1 inh: IMP-1 metallo-beta-lactamase inhibitors, primary screen, biochemical, epi-absorbance readout, Pseudomonas aeruginosa enzyme; hit rate 0.45% among 290,000; purified IMP-1, nitrocefin hydrolysis, epi-absorbance fluorescence; inhibition, % at 5.6 µM; metallo-beta-lactamase IMP-1 (Pseudomonas aeruginosa);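 active means inhibition above the mean plus 3 SD of all compounds in the same screening run, cut at about 4.5% in these data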;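 further: 0% = IMP-1 with DMSO and 100% = DMSO wells lacking enzyme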
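System: Purified recombinant IMP-1 metallo-beta-lactamase enzyme | Measured by: Fluorescence quenching readout, ex 480/em 530 nm | Replication: Singlicate | Incubation: 15 min preincubation plus 25 min reaction at 25 °C | Evaluation: Percent inhibition from optical density relative to buffer-blank wells | Benchmarks: DMSO with and without IMP-1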
PHOSPHO1 block: PubChem AID 1565. Phosphoethanolamine/phosphocholine phosphatase (Homo sapiens), Q8TCT1. inhibition, % at 13.3 µM. recombinant PHOSPHO1, absorbance phosphatase assay. hit rate 1.1% among 290,000; in the data active means inhibition above about 60%
Target sequence (Q8TCT1 whole entry, looked up): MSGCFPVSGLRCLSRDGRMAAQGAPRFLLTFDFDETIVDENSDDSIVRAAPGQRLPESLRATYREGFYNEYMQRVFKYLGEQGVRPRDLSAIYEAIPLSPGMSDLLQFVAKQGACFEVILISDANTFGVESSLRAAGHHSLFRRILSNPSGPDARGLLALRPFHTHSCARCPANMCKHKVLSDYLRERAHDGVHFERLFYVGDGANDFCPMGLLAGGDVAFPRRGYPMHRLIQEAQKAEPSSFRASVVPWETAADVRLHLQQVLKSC
NS3 helicase inh: inhibitors of HCV NS3 helicase, primary screen, biochemical, Cy5 molecular beacon fluorescence. Hepatitis C virus NS3 helicase. NS3 helicase DNA unwinding. inhibition, % at 10.9 µM. hit rate 0.56% among 290,000. AID 1800, 2009;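 active means inhibition above the mean of all tested compounds plus 3 SD, set per campaign, cut at about 35% in these data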;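 further: 0% = DMSO wells and 100% = thioflavine S control wells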
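Test system: hepatitis C virus NS3 helicase domain fragment enzyme. Also added: annealed dual-labelled DNA beacon duplex, ATP-started. Timing: 60 min unwinding reaction at 25 °C after ATP addition. Technique: Cy5 fluorescence. Measure: % inhibition of unwinding.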
VIM-2 inh: VIM-2 metallo-beta-lactamase inhibitors, primary screen, biochemical, epi-absorbance readout, Pseudomonas aeruginosa enzyme; purified VIM-2, nitrocefin hydrolysis, epi-absorbance fluorescence; inhibition, % at 5.6 µM; hit rate 0.89% among 290,000;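 active means inhibition above the mean of all tested compounds plus 3 SD, cutoff set per screening run, cut at about 7.5% in these data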;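 further: red hydrolysis product quenches plate fluorescence so inhibitors raise well fluorescence; 0% = enzyme with DMSO and 100% = DMSO without enzyme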
FID counter: compounds displacing fluorescent DNA intercalator, primary screen, artefact control for HCV NS3 helicase inhibitor project, biochemical, FID fluorescence | inhibition, % at 7.9 µM | hit rate 0.17% among 290,000 | DNA fluorescent intercalator displacement; in the data active means inhibition above about 37%;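 further: 0% = vehicle and 100% = reference compound; higher means more ethidium bromide displaced from hairpin DNA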
IDE cell activ: human IDE activators in live cells, primary screen, fluorescence polarization, HEK cells, FAbeta-B substrate. FAbeta-B cleavage; 0% vehicle, 100% cell-free pure enzyme wells. activation, % at 5.96 µM. hit rate 0.073% among 340,000. AID 493087, 2011;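 active means activation above the mean of all tested compounds plus 3 SD, set per screening campaign, cut at about 17% in these data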
pCIP destab: p/CIP-EGFP fusion destabilizers, primary screen, fluorescence, F442A cells | Q05BA5 | 16 h | decrease of EGFP signal, % at 10 µM | hit rate 0.01% among 290,000 | AID 1984, 2009;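 active means EGFP signal decrease of at least 30% at 10 µM or well 3 SD below plate mean, unless failing retest; inactive means the rest, including hits failing retest or dose response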; further: some compounds called inactive have numbers as strong as hits; many of its hits are not listed in these tables
UBC9 SUMO inh: inhibitors of in vitro SUMOylation cascade, primary screen, biochemical, HTRF, uHTS. hit rate 0.36% among 290,000. AID 2006, 2009. inhibition, % at 35 µM. SUMO-conjugating enzyme UBC9 (Homo sapiens), P63279. HTRF SUMOylation assay, SAE1/SAE2 + UBC9; in the data active means inhibition above about 50%, passing the limit was not always enough; further: strong numbers were not always called active
Target sequence (P63279 whole entry, looked up): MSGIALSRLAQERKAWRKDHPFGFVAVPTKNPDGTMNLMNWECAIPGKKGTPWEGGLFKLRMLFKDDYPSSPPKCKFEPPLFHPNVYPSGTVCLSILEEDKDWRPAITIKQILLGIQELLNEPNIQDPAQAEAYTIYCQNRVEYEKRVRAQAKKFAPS
* = called active by the depositor; · = not tested or not shown; ! = not active in a repeat; [ ] = remark or other dose. This is a subset. The share of hits here may be higher or lower than overall.

SMILES | MEKK3 PB1 HTS | IMP-1 inh | PHOSPHO1 block | NS3 helicase inh | VIM-2 inh | FID counter | IDE cell activ | pCIP destab | UBC9 SUMO inh
Cc1ccc(S(=O)(=O)NCC(=O)N(CC(=O)NCC2CCCO2)Cc2ccccc2)cc1 (stereo not given) | 99 | -3.9 | 19 | -14 | -3.3 | -25 | 2 | 3 | 27
CCc1ccc(C(=O)Nc2ccc(OC)c(S(=O)(=O)N3CCOCC3)c2)cc1 | 97 | -0.3 | 32 | 8 | 1.8 | -26 | 2 | -8 | 6
CC1(C)Cc2c(cnn2-c2ccc(F)cc2)C(NC(=O)c2cnccn2)C1 (stereo not given) | 103 | -0.9 | -41 | -7 | -2.0 | -45 | 2 | 1 | -13
C/[N+]([O-])=C/c1c(OCc2ccc(Cl)cc2Cl)ccc2ccccc12 | 91 | -0.2 | 51 | 4 | 0.8 | -3 | -2 | 4 | 0
Cc1ccccc1C(O)c1cccnc1 (stereo not given) | 109 | -0.8 | 9 | 0 | -4.8 | -2 | 2 | 2 | 18
O=C(CCCN1C(=O)/C(=C/c2ccccc2Cl)SC1=S)NCCCN1CCOCC1 | 103 | 2.5 | 23 | -84 | 4.4 | 17 | -2 | 0 | 13
Cc1ccc(C)c(Nc2cc(C)nc3ncnn23)c1 | 108 | -2.6 | 14 | 5 | 1.3 | -9 | -2 | -4 | 13
Cc1cc(NC(=O)CSc2nccn2-c2ccc(Cl)cc2)no1 | 98 | -3.2 | -29 | 3 | -2.6 | -13 | 2 | -19 | 28
N#Cc1c[nH]n2c(=O)c3c(nc12)CCCC3 | · | -2.1 | -6 | 9 | -0.1 | 2 | · | 5 | 11
CC(=O)c1cccc(OCC(=O)N(C)CC(=O)Nc2ccc(F)cc2)c1 | 109 | -2.7 | 30 | -1 | -2.0 | -7 | · | -2 | 12
CCOc1ccccc1N1CCN(Cc2c(C)n(C)n(-c3ccccc3)c2=O)CC1 | 102 | -0.9 | 12 | 1 | 0.5 | 2 | 6 | 15 | 10
COc1cc(S(=O)(=O)N2CCN=C2c2ccccc2)c(OC)cc1Cl | 100 | -5.2 | 27 | 23 | -3.7 | -22 | -2 | -17 | 4
CCCC(C)n1[nH]c(=O)cc1N (stereo not given) | 92 | -2.3 | 3 | 3 | -1.2 | 2 | 4 | -12 | 10
CCOc1cccc(/C=C2/NC(=O)N(CC(=O)Nc3cccc(C)c3)C2=O)c1O | 106 | -1.5 | -19 | 3 | -0.8 | -4 | -6 | 1 | 24
Cc1ccc(C(=O)O)cc1N1C(=O)CCCC1=O | 95 | -0.1 | 20 | -1 | -2.2 | 14 | 9 | -14 | 8
Cc1cccc(C)c1OCC(=O)Nn1c(COc2ccccc2)nc2ccccc2c1=O | · | -3.5 | -7 | -2 | -2.7 | -25 | 3 | -4 | 3
FC(F)(F)c1ccc(CN2C[C@@H]3C(c4ccc(C(F)(F)F)cc4)C4(c5cccnc5)CC3(C4)[C@H]2c2ccccc2)cc1 (stereo not given in full) | 115 | · | 48 | · | · | · | 0 | 2 | -1
CCOC(=O)c1sc(NC(=O)CCSC)nc1C | 96 | -2.7 | 7 | -6 | -2.5 | -4 | 5 | -4 | 3
CN(C#N)c1nc(N2CCOCC2)nc(N2CCOCC2)n1 | 103 | -4.1 | · | -6 | -3.7 | 0 | -4 | · | ·
O=C(/C=C/c1cccc([N+](=O)[O-])c1)c1ccco1 | 96 | -3.5 | 19 | -7 | 1.6 | 5 | -1 | 15 | 11
CCn1c(SCC(=O)Nc2ccccc2OC)nc(O)cc1=O | 98 | -3.9 | 27 | 3 | -2.3 | -33 | 9 | -10 | 23
Cc1onc(-c2ccccc2)c1C(=O)Nc1ccc2c(c1)OCCO2 | 99 | -3.9 | -3 | -5 | -3.0 | -7 | -2 | 0 | 19
CCOC(=O)c1ccc2c(c1)nc(-c1ccc(F)cc1)c1nccn12 | 95 | -3.2 | 6 | 2 | -3.8 | -4 | 5 | -1 | 2
N#Cc1c2c(c(-c3ccccc3)[nH]c1=O)CCCC2 | 91 | -2.6 | -10 | -1 | -1.0 | -8 | -1 | 5 | 16
Cc1cccc(-n2nc(C(=O)Nc3ccccc3)n3c(=O)cc(-c4ccccc4)nc23)c1 | 93 | -3.4 | 1 | 8 | -3.9 | -3 | 3 | 6 | 9

Molecules above that contain a cyano group, in the order listed:
SMILES | MEKK3 PB1 HTS | IMP-1 inh | PHOSPHO1 block | NS3 helicase inh | VIM-2 inh | FID counter | IDE cell activ | pCIP destab | UBC9 SUMO inh
N#Cc1c[nH]n2c(=O)c3c(nc12)CCCC3 | · | -2.1 | -6 | 9 | -0.1 | 2 | · | 5 | 11
CN(C#N)c1nc(N2CCOCC2)nc(N2CCOCC2)n1 | 103 | -4.1 | · | -6 | -3.7 | 0 | -4 | · | ·
N#Cc1c2c(c(-c3ccccc3)[nH]c1=O)CCCC2 | 91 | -2.6 | -10 | -1 | -1.0 | -8 | -1 | 5 | 16

2 compounds from above, reduced to FID counter, pCIP destab and NS3 helicase inh:
Compound	FID counter	pCIP destab	NS3 helicase inh
CCOc1cccc(/C=C2/NC(=O)N(CC(=O)Nc3cccc(C)c3)C2=O)c1O	-4	1	3
Cc1ccc(C(=O)O)cc1N1C(=O)CCCC1=O	14	-14	-1

Next records follow.
SMILES | MEKK3 PB1 HTS | IMP-1 inh | PHOSPHO1 block | NS3 helicase inh | VIM-2 inh | FID counter | IDE cell activ | pCIP destab | UBC9 SUMO inh
O=C(NC1CC2CCCC(C1)N2S(=O)(=O)c1ccccc1)c1ccccc1 (stereo not given) | 110 | -1.4 | 14 | -5 | 0.1 | -9 | 1 | -9 | 22
CCn1c(COc2cccc3cccnc23)nnc1SCC(=O)OC | 95 | -3.2 | 11 | 3 | -1.8 | -12 | 4 | 2 | 14
COc1cccc2c1C(=O)c1c(O)c3c(c(O)c1C2=O)C[C@@](O)(C(=O)CO)C[C@@H]3O[C@H]1C[C@H](N)[C@H](O)[C@H](C)O1 | 47*![inhibitor] | 5.7* | -11 | 8 | 24* | 59* | 9 | -77 | 26
O=C(O)/C=C/c1cn(Cc2ccccc2)nc1-c1ccc(Cl)cc1 | · | -1.0 | 5 | 13 | 1.5 | -36 | 0 | -9 | 3
O=C(CSc1nnc(-c2ccncc2)o1)NCc1ccccc1 | 99 | -2.0 | 1 | 5 | 0.2 | -9 | 5 | 1 | 4
COc1ccc(N2CCCC2)c(NC(=O)COc2ccccc2)c1 | 99 | -1.0 | 20 | 0 | -0.1 | -20 | -2 | -2 | -3
O=C(O)CN(Cc1ccccc1)S(=O)(=O)c1ccc2c(c1)OCCO2 | 96 | -1.7 | 39 | 14 | -2.9 | -15 | -1 | -20 | 3
CN(NC(=O)COc1ccccc1)C1=NS(=O)(=O)c2ccccc21 | 95 | -4.7 | 17 | -3 | -2.3 | -5 | 4 | -6 | 22
COc1ccc(CCNC(=O)c2nn(C)c3c2CS(=O)(=O)c2ccccc2-3)c(OC)c1 | 104 | -1.4 | 30 | 10 | -2.1 | -35 | -6 | -1 | 12
FC(F)Oc1ccc(/C=N/NC(=S)Nc2cc(C(F)(F)F)ccc2Cl)cc1 | 101 | -1.8 | 12 | 2 | -4.4 | -1 | 3 | 5 | 11
COc1ccc(CN(C(=O)c2ccccc2OC)C2CCS(=O)(=O)C2)cc1 (stereo not given) | 90 | -3.4 | -3 | -6 | 0.4 | -7 | 3 | -12 | -4
O=C(Nc1cccn(Cc2c(Cl)cccc2Cl)c1=O)c1c(Cl)cccc1Cl | 96 | 2.4 | 32 | -5 | -2.0 | 1 | 3 | -6 | -8
OCC[C@@H]1C[C@H](O)[C@@H](O)[C@]2(CCc3ccccc3O2)O1 | 99 | -3.1 | 31 | 1 | -3.0 | -4 | 7 | 2 | 18
CCn1c(SCC(=O)c2ccc(Cl)s2)nnc1-c1cccs1 | 101 | -1.6 | 32 | 5 | -0.5 | -22 | 5 | -4 | 17
COc1cc(C(=O)N2CCc3ccccc32)cc(OC)c1OC | 107 | -2.1 | 13 | -6 | -0.6 | -18 | 1 | 5 | 7
Cn1c(=O)c2c(ncn2CC(=O)N/N=C/C=C\c2ccccc2[N+](=O)[O-])n(C)c1=O | 103 | -1.2 | 28 | -8 | -2.0 | -10 | · | 1 | 9
CCCC(=O)Nc1ccc(N2CCCCC2)cc1 | 104 | -4.3 | 15 | -1 | -2.8 | 1 | 4 | -5 | 14
O=C(CSc1n[nH]c(=O)[nH]c1=O)N/N=C/c1ccccc1 | 93 | -3.3 | -4 | 12 | -3.7 | -2 | 0 | -1 | 9
COc1ccc(Nc2nc(-c3cccc([N+](=O)[O-])c3)nc3ccccc23)c(OC)c1 | 106 | 0.4 | 10 | 11 | 0.7 | -1 | 5 | -3 | 6
O=C1NC(=O)C2(COC3(CCCC3)OC2)S1 | 81 | -1.4 | -4 | 13 | -0.7 | 1 | 2 | 0 | 12
COc1cc(OC)cc(C(=O)N/N=C/c2ccc(OC)c(COc3ccc4ccccc4c3)c2)c1 | · | -1.1 | -11 | 2 | -1.8 | 0 | 1 | 6 | -4
COc1ccc(NC(=O)c2oc3ccccc3c2NC(=O)c2ccco2)cc1 | 106 | -2.5 | 3 | -1 | -0.5 | 1 | 6 | 3 | -22
Cc1cc(NC(=O)COC(=O)C2CC(=O)N(c3ccc(C)c(Cl)c3)C2)no1 (stereo not given) | 103 | -1.6 | 31 | 0 | -0.8 | -29 | -1 | -14 | -2
O=C(NCCO)/C(=C\c1ccco1)NC(=O)c1cccs1 | 101 | -4.8 | 28 | -5 | -1.2 | -1 | -5 | 1 | 12
COc1ccc(S(=O)(=O)N2CCOC2CNC(=O)C(=O)NCCc2ccc(OC)c(OC)c2)cc1 (stereo not given) | 103 | -3.6 | 18 | 13 | -4.8 | -12 | 2 | -8 | -14
Cc1ccc(C(C)NC(=O)c2ccncc2)c(C)c1 (stereo not given) | 104 | -1.7 | · | 0 | -0.7 | -2 | 9 | -12 | 5
O=c1oc2ccccc2cc1C1=Nn2c(nnc2-c2cccnc2)SC1 | 99 | -1.5 | 31 | 2 | 0.8 | -1 | 6 | -2 | 29
Cc1c(Cc2ccccc2)sc(NC(=O)C(C)(C)C)c1C(N)=O | 92 | 0.0 | -35 | -11 | 0.4 | -14 | 2 | -11 | 5
Cc1nnc(SCC(=O)N2CC(=O)Nc3ccccc32)n1Cc1ccccc1 | 105 | 2.4 | 53 | 5 | -1.2 | -13 | 9 | -9 | 23
Cc1ccc(S(=O)(=O)NCc2ccc3c(c2)cc(C)n3C)cc1 | 71*[inhibitor] | -2.6 | -2 | -3 | -0.6 | -18 | 4 | 2 | 19
